Giardia kill – Small Molecules that selectively kill Giardia lamblia: qHTS | Giardia lamblia trophozoite viability | activity change, % at 7.66 µM, hits read low | 340,000 tested, 0.15% active; in the data active = activity change below about -80%; inconclusive = between about -30% and that limit;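 note: parasites exposed to compound for two days anaerobically before the ATP read; % is set by controls: 0 for no effect and ±100 for the full control effect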
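Compounds were tested on trophozoites seeded at 100 cells/well and held 48 hrs at 37 deg C anaerobically. An ATP-based luminescent kit measured the remaining live cells.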
Tb PFK block – qHTS Assay to Find Inhibitors of T. brucei phosphofructokinase; T. brucei PFK, ADP-Glo luminescence; 330,000 tested, 0.17% active; Potency, µM (doses to about 57.5 µM), for the others: at the top dose activity, negative = inhibition, usual class: inhibitors; ATP-dependent 6-phosphofructokinase (Trypanosoma brucei brucei), O15648;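 note: potency is the fitted concentration of half-maximal effect; 0% = uninhibited 1x PFK enzyme wells and -100% = no-enzyme wells; nearly all actives have a fitted effect of over 60% in size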
Target sequence (O15648 whole entry, looked up): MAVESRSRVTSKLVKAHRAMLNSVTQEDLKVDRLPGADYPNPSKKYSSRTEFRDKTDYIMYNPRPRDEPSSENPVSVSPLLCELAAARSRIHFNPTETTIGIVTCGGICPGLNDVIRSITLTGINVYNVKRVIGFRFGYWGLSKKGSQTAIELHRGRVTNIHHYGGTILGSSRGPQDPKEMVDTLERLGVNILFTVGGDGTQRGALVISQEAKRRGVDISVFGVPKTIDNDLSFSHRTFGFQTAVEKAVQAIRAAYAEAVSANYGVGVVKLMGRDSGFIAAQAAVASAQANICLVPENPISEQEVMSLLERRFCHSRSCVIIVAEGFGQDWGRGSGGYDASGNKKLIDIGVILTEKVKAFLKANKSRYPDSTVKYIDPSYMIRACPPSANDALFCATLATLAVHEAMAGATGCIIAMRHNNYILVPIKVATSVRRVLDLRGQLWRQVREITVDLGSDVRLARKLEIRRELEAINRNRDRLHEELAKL
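ADP-Glo luminescence quantified ADP after 45 min at room temperature, with 1.25 nM T. brucei PFK, 0.1 mM ATP and 0.5 mM fructose-6-phosphate in pH 8.0 TEA buffer. qHTS titrations up to 57 µM; curves classified by quality.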
PKM2 act – qHTS Assay for Activators of Human Muscle isoform 2 Pyruvate Kinase; 260,000 tested, 0.34% active; purified PKM2, Kinase-Glo ATP luminescence, activation; response scale: 0% is enzyme alone, no compound; Potency, µM (highest dose often 57.5 µM), inactives show at the top dose activation, actives largely listed as activators; AID 1631, 2009; Pyruvate kinase PKM (Homo sapiens), P14618; note: potency is the fitted concentration of half-maximal effect; % is set by controls: 0 for no effect and ±100 for the full control effect; nearly all actives have a fitted effect of over 55% in size
Target sequence (P14618 whole entry, looked up, canonical isoform): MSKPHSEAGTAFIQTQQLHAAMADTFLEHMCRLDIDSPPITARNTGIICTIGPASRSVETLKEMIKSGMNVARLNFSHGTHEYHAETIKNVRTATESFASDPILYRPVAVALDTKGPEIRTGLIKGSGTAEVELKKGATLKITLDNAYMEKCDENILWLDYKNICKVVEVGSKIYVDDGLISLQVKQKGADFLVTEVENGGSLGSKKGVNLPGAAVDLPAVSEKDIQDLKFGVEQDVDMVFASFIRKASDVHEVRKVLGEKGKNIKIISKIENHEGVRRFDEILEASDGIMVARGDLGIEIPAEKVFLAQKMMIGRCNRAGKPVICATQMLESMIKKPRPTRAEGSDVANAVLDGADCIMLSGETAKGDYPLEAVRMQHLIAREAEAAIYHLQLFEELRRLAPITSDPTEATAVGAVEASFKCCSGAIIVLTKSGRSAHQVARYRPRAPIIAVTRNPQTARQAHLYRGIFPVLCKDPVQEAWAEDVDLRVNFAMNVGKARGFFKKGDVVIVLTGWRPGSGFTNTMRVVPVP
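Kinase-Glo luminescence reports ATP generated from ADP (0.1 mM) and PEP (0.5 mM) by purified hPK-M2 after 1 h at room temperature, pH 7.2 imidazole buffer; intermediate enzyme activity allows detecting inhibitors and activators.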
BCR signal inh – qHTS Assay to Find Inhibitors of Chronic Active B-Cell Receptor Signaling; ABC-DLBCL IkBa-CBG/CBR reporter, luminescence ratio, 4 h; Potency, µM (top dose mostly 46.1 µM), inactives show at the top dose ratio change, negative = lower green/red ratio, most hits filed as inhibitors; 340,000 tested, 0.05% active; active = well fitted inhibition curve with a large enough effect in the signal ratio, with a control signal flat, not every such curve was filed as active; inconclusive = small, poorly fitted or top-dose-only effect, or effect the other way, or a change in a side signal; the % refers to the signal ratio;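 note: potency is the fitted concentration of half-maximal effect; plate controls were basal doxycycline-induced cells for no effect and cells given 10 µM MG132 for full effect; MG132 reads +100%, hits lower the ratio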
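TMD8 human ABC-DLBCL cells with doxycycline-inducible IκBα–green luciferase fusion and unfused red luciferase, in 0.5% FBS medium; compounds up to 46 uM, 4 h at 37C. Green/red luminescence ratio, filter-overlap corrected, fitted to concentration-response curves.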
TSG101-PTAP inh – qHTS Assay for Iinhibitors of HIV-1 Budding by Blocking the Interaction of PTAP/TSG101. Fluorescence polarization, FITC-PTAP peptide / Tsg101 binding. AID 493005, 2010. 340,000 tested, under 10 active. Tumor susceptibility gene 101 protein (Homo sapiens), Q99816. Potency, µM (titrated, usually from 115 µM), for inactives: at the top dose activity change, negative = inhibition, most hits filed as inhibitors; active = well fitted inhibition curve with a large enough effect in the main read-out, with a control signal flat, not every such curve was filed as active; inconclusive = small, poorly fitted or top-dose-only effect, or effect the other way, or a change in a side signal; inactive = no such curve, though single readings can be large or run the other way; note: potency is the fitted concentration of half-maximal effect; % of control where 0% means no effect
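Steps: Tsg101 binding domain dispensed (10 uM final), compounds pinned in DMSO, FITC-labeled PTAP-motif peptide added (50 nM final); after 20 min binding at room temperature, polarization measured.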
GALK inh – qHTS Assay for Inhibitors of Human Galactokinase (GALK). Purified GALK, Kinase-Glo residual ATP luminescence. Potency, µM (top dose mostly 57.5 µM), without a hit: top-dose activity change, negative = inhibition, usual class: inhibitors. 270,000 tested, 0.007% active. AID 1868, 2009; note: potency is the fitted concentration of half-maximal effect; % is set by controls: 0 for no effect and ±100 for the full control effect
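5 nM enzyme, 35 uM ATP, 100 uM galactose, 20 mM HEPES pH8.0, 5 mM MgCl2; 1 h RT; residual ATP by Kinase-Glo Plus luminescence, qHTS format.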
Coupling enz – qHTS Assay for Inhibitors of Fructose-1,6-bisphosphate Aldolase from Giardia Lamblia: Coupling assay counterscreen; coupling enzyme system counterscreen, AmpLite Red fluorescence; activity change, negative = inhibition, % at 58.2 µM, hits read low; 290,000 tested, 0.67% active; AID 2472, 2010; in the data active = activity change below about -30%; note: % is set by controls: 0 for no effect and ±100 for the full control effect
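Fluorescence at 525 nm excitation and 598 nm emission measured inhibition of the coupled detection system without aldolase. Compounds (at 57.5 uM final) were preincubated 10 min at room temperature with coupling enzyme reagent before a 20 min substrate/AmpLite Red step.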
S-ASM inh – Inhibitors of Secretory Acid Sphingomyelinase (S-ASM): qHTS; 340,000 tested, 0.006% active; Sphingomyelin phosphodiesterase (Homo sapiens), P17405; placental ASM, HMU-PC fluorogenic substrate, 60 min; Potency, µM (series often up to 57.5 µM), without a hit: at the top dose activity change, negative = inhibition, actives largely listed as inhibitors; AID 504937, 2011; note: potency is the fitted concentration of half-maximal effect
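qHTS format. ASM enzyme prepared from human placenta hydrolyses the fluorogenic substrate HMU-PC0 (9 uM final) over 60 min at 37 °C after a 10 min compound preincubation.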
Integrin act MD – qHTS for Activators of Integrin-Mediated Alleviation for Muscular Dystrophy. alpha7betagal myoblasts, beta-gal FDG fluorescence, 48 h. Potency, µM (doses to about 38.3 µM), for the others: at the highest dose activation, hits mostly activators. 350,000 tested, 0.064% active. AID 624291, 2012;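 note: potency is the fitted concentration of half-maximal effect; 100% = response of the positive control SU9516; nearly all actives have a fitted effect of over 60% in size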
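alpha7betagal+/- myoblasts (passage 13, 250/well) treated 48 h at 37C with compounds at 1:260 dilution of DMSO stock. Lysed, then beta-galactosidase activity read as FDG fluorescence (ex 480/em 540) after 30 min, with pre-read for autofluorescence.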
Menin MLL FP TR – qHTS Assay for Inhibitors Targeting the Menin-MLL Interaction in MLL Related Leukemias: Competition With Texas Red Labeled MLL-derived Mutant Peptide; Potency, µM (series often up to 61.6 µM), for the others: at the top dose FP activity change, negative = inhibition, hits mostly inhibitors; AID 1768, 2009; O00255; Menin + Texas Red MLL mutant peptide, fluorescence polarization; 270,000 tested, 0.23% active; active = well fitted inhibition curve with a large enough effect in the polarisation, with a control signal flat, not every such curve was filed as active; inconclusive = small, poorly fitted or top-dose-only effect, or effect the other way, or a change in a side signal; inactive = no such curve, though single readings can be large or run the other way; the % refers to the polarisation; note: potency is the fitted concentration of half-maximal effect; % of control where 0% means no effect; many of its hits are not listed in these tables
B2AR arrestin – qHTS assay of beta-arrestin-biased ligands of beta2-adrenergic receptor. AID 492947, 2010. 330,000 tested, 0.02% active. beta-arrestin recruitment to beta2AR, cell-based reporter. Beta-2 adrenergic receptor (Homo sapiens), P07550. Potency, µM (series often up to 46.1 µM), for inactives: at the highest dose activation, hits mostly activators;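 note: potency is the fitted concentration of half-maximal effect; 0% = DMSO controls and full agonism = EC100 isoproterenol or metaproterenol; nearly all actives have a fitted effect of over 65% in size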
An asterisk follows results filed as active; ? = inconclusive; . = no result given; & = joins results of further samples; [ ] = another dose, or the depositor's remark. Unless noted, calls come from the whole dose curve; as a rule, active = well fitted curve in the direction sought with a large enough effect; inconclusive = small, poorly fitted or top-dose-only effect, or another doubt; inactive = no such curve, though single readings can be large; an effect the other way counts as inactive or inconclusive. The list is partial. The share of hits here may be higher or lower than overall.

SMILES	Giardia kill	Tb PFK block	PKM2 act	BCR signal inh	TSG101-PTAP inh	GALK inh	Coupling enz	S-ASM inh	Integrin act MD	Menin MLL FP TR	B2AR arrestin
Cc1ccc(SC(c2ccccc2)C(Cn2cncn2)C(=O)c2ccccc2)cc1 (centres undefined)	?	0%	-5%	?	-3%	-3%	1	3%	-41%[inhibitor]	?	-0.3%
COc1cc(/C=C/C(=O)OCC(=O)NCc2ccco2)cc(OC)c1OC	-5	-7%	3%	?	-4%	1%	3	0%	17%	-4%	-0.3%
CCNC(=O)NC(=O)C(C)Sc1nc2ccccc2n1CC(C)C (centres undefined)	1	-2%	2%	5%	-3%	1%	0	4%	2%	-9%	0.0%
Cc1ccccc1NC(=O)c1ccc(NC(=O)C2CC(=O)OC23CCCCC3)cc1 (centres undefined)	-12	-9%	0%	?	1%	0%	2	-8%	6%	1%	-0.4%
CC1(C)Cc2nc3sc4c(=O)n(CC(=O)NCc5ccccc5)cnc4c3cc2CO1	15	-1%	16%	-8%	-7%	-1%	1	1%	-14%	.	-0.4%
CC(=O)N1CCN(C(=O)CC2OC(=O)c3ccccc32)CC1 (centres undefined)	-6	0%[0.46 µM]	4%	-14%	-2%	-3%	-9	-2%	-5%	7%	-0.5%
CCOCCCNC(=S)NNC(=O)CCn1nc(C)c(Br)c1C	-5	1%	4%	?	-6%	2%	2	3%	10%[7.66 µM]	3%	0.0%
Cc1cccc(NS(=O)(=O)c2ccccc2)n1	15	0%	14%	2%	-8%	1%	4	-1%	-8%	13%	0.0%
CCOC(=O)c1sc2nc(NC(=O)C3CCCCC3)sc2c1C	-11	-4%	-24%	-2%	-2%	1%	2	75%[activator]	-12%	5%[11.7 µM]	0.5%
COc1ccc(C(C(=O)NC2CCCC2)N(C(=O)c2snc(C(N)=O)c2N)c2cc(C)ccc2OC)cc1OC (centres undefined)	-7	-1%	-3%	0%	-2%	5%	-2	.	-25%	?	0.2%
CCCc1nnc(SCC(=O)N2CCCCC2C)n1CCCOC (centres undefined)	17	1%	-6%	7%	-9%	1%	.	2%	-4%	7%	0.1%
Cc1ccc(NC(=O)c2ccc(=O)n(CC(=O)Nc3c(C)cc(C)cc3C)n2)cc1	-22	2%	.	2%&-5%	0%	-5%	.	-3%	9%	.	0.3%
Cc1cc(C)c2c(CC(=O)N3CCCC3)coc2c1	3	-2%	-10%[11.5 µM]	0%	-8%	-3%	0	0%	-37%	-13%	-0.6%
C=C(C)COc1ccc(-c2nc(N)ncc2-c2ccccc2OC)c(O)c1	4	2%	1%	?	-3%	-2%	-4	-10%	-10%	.	-0.2%
C/C(=N\OCC(=O)N/N=C/c1ccccc1O)c1cccs1	8	1%	-4%	3%	5%	0%	2	211%[activator]	-33%	.	-0.5%
Cc1ccc(-c2cc(C(=O)NC3CCCCC3)no2)cc1	0	9%	.	?	-4%	-1%	0	-1%	?	?	0.1%
CC1=C(C(=O)OCC(C)C)C(c2cccc(F)c2)N2C(=O)C(C)SC2=N1 (centres undefined)	-3	-2%	-7%	0%	-1%	-3%	1	-5%	11%	-1%	-0.7%
CCOc1ccccc1NC(=O)C(C)SCc1ccccc1 (centres undefined)	-4	-2%	0%	2%	0%	2%	-1	0%	11%	-12%	-0.2%
O=[N+]([O-])c1nn(-c2ccc3c(c2)OCCO3)n(O)c1=NC1CCN(Cc2ccccc2)CC1	-82*	3%	0%	-1%	-1%	-1%	-3	-7%	14%	-2%	-0.3%
CCOC(=O)C1CCCN(c2c(Nc3cccc(C)c3)c(=O)c2=O)C1 (centres undefined)	-11	0%	7%	4%	-2%	1%	5	4%	-4%	4%[11.7 µM]	-0.1%
O=C(CSc1nccc(=O)[nH]1)Nc1ccc(N2CCOCC2)c(Cl)c1	-2	0%	.	6%	2%	-4%	9	-1%	-18%	2%	0.5%
O=C(c1ccccc1)N1CCN(CC(O)Cn2ccc3ccccc32)CC1 (centres undefined)	23	0%	-1%	0%	-3%	-2%	0	3%	4%	.	-0.8%
c1ccc(Sc2ncnc3c2oc2ccccc23)nc1	11	-2%	-4%	?	-5%	1%	1	1%	-39%	-1%	0.2%
COc1cc(C)c(CN2CCN(S(=O)(=O)c3ccc(Cl)s3)CC2)cc1OC	1	0%	.	?	-3%	.	.	-1%	9%	.	-0.1%
O=C(O)CC(C(=O)Nc1ccc(Cl)cc1Cl)C1CCCO1 (centres undefined)	18	-1%	7%	-8%	-1%	1%	8	3%	0%	16%	0.3%
Other entries:
SMILES	Giardia kill	Tb PFK block	PKM2 act	BCR signal inh	TSG101-PTAP inh	GALK inh	Coupling enz	S-ASM inh	Integrin act MD	Menin MLL FP TR	B2AR arrestin
CC1CN(C(=O)c2cccc(COc3ccccc3Cl)c2)CC(C)O1 (centres undefined)	3	-2%	1%	?	0%	-2%	-2	3%	-4%	-13%	0.1%
CCC1CCCCN1C(=O)c1cc2cc(Br)ccc2oc1=O (centres undefined)	1	5%	2%	0%	?	3%	1	1%	-15%	-7%[11.7 µM]	-0.5%
Cn1ncc2c(NNC(=O)C3CCCCC3)ncnc21	7	1%	2%	-18%	-1%	-1%	-1	3%	-4%	0%	0.0%
CCOc1ccc(-c2ccc(SCC(=O)N3CCN(c4ccccc4)CC3)nn2)cc1	.	7%	-5%	-4%	.	-1%	3	.	.	-9%	0.2%
CC1CCN(CCCCOc2ccc([N+](=O)[O-])cc2)CC1	3	-3%	20%	0%	0%	2%	-1	-2%	?	-10%	0.2%
COc1ccc(S(=O)(=O)N(CC(=O)O)c2ccc(C)cc2)cc1	11	5%	2%	3%	-1%	3%	13	-1%	8%	-26%	-0.2%
O=C1CC(N2CCC(c3nc4ccccc4o3)CC2)C(=O)N1c1cc(Cl)cc(Cl)c1 (centres undefined)	-29	5%	2%	-30%	1%	1%	1	-22%	-5%	?	-1.6%
COC(=O)c1ccc(CSc2nc3scc(-c4cccs4)c3c(=O)[nH]2)o1	12	?	?	?	-2%	6%	-5	-7%	2%	?	0.0%
CN1CCN(CC(=O)Nc2c(C(=O)C3CC3)oc3ccccc23)CC1	0	3%	-7%	1%	-6%	7%	1	-1%	-47%[inhibitor]	1%	-0.9%
COc1ccc(C(=O)COC(=O)c2ccc(NC(=O)c3ccccc3)cc2)cc1	13	2%	-2%	1%	2%	-1%	3	-2%	-5%	?	-0.1%
CCN(CC)CCCNC(=O)c1oc2ccc(S(=O)(=O)N3CC(C)CC(C)C3)cc2c1C (centres undefined)	2	-1%	-9%	11%	3%	1%	5	-1%	-62%[inhibitor]	-2%	0.3%
CCOCCCNCc1cn(-c2ccc(F)cc2F)nc1-c1ccccc1C	-18	-5%	3%	?	-2%	0%	3	0%	-55%[inhibitor]	-20%	0.1%
Cc1nnc(SCc2cc(=O)oc3ccc4ccccc4c23)n1Cc1ccccc1	10	-8%	0%	-5%	-2%	-3%	1	31%[activator]	-11%	-6%	-0.2%
O=c1[nH]c(-c2ccccc2)cs1	-25	-16%	7%	-8%	-1%	2%	0	-2%	8%	5%	-0.9%
Cc1ccc(-c2cc(C(=O)N3CCCC(C(F)(F)F)C3)c3ccccc3n2)o1 (centres undefined)	-3	-7%	.	14%	-2%	.	.	.	25%	.	-0.1%
CCOc1ccccc1N(CC(=O)N1CCC(C(N)=O)CC1)S(=O)(=O)c1ccc(SC)cc1	16	-1%	0%	-5%	0%	4%	.	2%	3%	.	-0.5%
Cc1nc(SCc2c(F)cccc2Cl)c2c(=O)n(C)c(=O)n(C)c2n1	-24	3%	3%	-17%	0%	2%	3	-22%	17%	-5%	0.0%
Cc1ccc(S(=O)(=O)NCCC(=O)Nc2ccncc2)cc1C	7	-4%	.	16%	-2%	.	.	3%	-13%	.	0.0%
O=C(/C(=C/O)N=Nc1cccc(C(F)(F)F)c1)c1ccccc1	-9	?	.	-6%	-2%	-3%	6	-8%	5%	11%	0.3%
